RGS4-Gao reg – modulators of RGS4 binding to Galphao, primary screen, biochemical, multiplexed bead flow cytometry; Guanine nucleotide-binding protein G(o) subunit alpha (Homo sapiens), P09471; actives lie on both sides; binding response (% of control), % at 10 µM; 220,000 compounds, 0.33% hits; AID 1415, 2008; in the data active = binding response below about 49% or above about 150%; inactive = in between;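 also: fluorescent Galphao activated with aluminum fluoride binding bead-coupled RGS4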
Target sequence (P09471 whole entry, looked up): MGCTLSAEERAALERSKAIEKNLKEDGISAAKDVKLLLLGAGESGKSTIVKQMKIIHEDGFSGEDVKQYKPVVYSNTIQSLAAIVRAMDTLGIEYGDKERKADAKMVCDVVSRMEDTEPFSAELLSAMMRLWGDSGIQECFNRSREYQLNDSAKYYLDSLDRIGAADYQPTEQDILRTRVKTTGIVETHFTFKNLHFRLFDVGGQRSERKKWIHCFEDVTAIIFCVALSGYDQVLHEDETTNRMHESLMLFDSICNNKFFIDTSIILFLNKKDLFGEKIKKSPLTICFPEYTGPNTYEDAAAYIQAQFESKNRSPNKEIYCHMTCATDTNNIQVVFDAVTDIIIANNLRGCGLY
Bcl-W Bim block – inhibitors of Bim binding to Bcl-W, primary screen, biochemical, multiplexed, bead-based flow cytometry. Bcl-2-like protein 2 (Homo sapiens), Q92843. Bim peptide-Bcl-W binding. inhibition, % at 10 µM. 190,000 compounds, 0.02% hits. AID 952, 2007;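 also: 0% = bound tracer without compound and 100% = peptide blocker; higher means less fluorescent Bim peptide bound to Bcl-W beads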
RGS7-Gao – RGS7-Galphao binding modulators, primary screen, biochemical, multiplexed bead flow cytometry; Guanine nucleotide-binding protein G(o) subunit alpha (Homo sapiens), P09471; actives lie on both sides; binding response (% of control), % at 10 µM; 220,000 compounds, 0.35% hits; in the data active = binding response below about 49% or above about 150%; inconclusive = no clear call, values can overlap the other calls; inactive = in between;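 also: fluorescent Galphao held in activated GDP-AlF4 state binding bead-coupled RGS7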
Bcl-2 Bim block – inhibitors of Bim-Bcl-2 binding, primary screen, biochemical, multiplexed, human Bcl-2 family; Bead-based flow cytometry, Bim peptide-Bcl-2 binding; inhibition, % at 10 µM; 190,000 compounds, 0.06% hits; AID 950, 2007; in the data active = inhibition above about 40%; inconclusive = no clear call, values can overlap the other calls;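 also: 0% = no compound wells with probe peptide and 100% = reference peptide inhibitor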
Target sequence (P10415 whole entry, looked up): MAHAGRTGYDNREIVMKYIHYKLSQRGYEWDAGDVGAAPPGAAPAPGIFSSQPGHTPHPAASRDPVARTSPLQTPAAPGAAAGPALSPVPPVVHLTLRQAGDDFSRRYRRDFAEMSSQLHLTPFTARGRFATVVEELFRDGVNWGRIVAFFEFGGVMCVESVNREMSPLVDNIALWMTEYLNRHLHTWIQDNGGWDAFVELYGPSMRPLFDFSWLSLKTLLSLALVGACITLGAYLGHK
Bim-Bfl-1 – inhibitors of Bim binding to Bfl-1, primary screen, biochemical, multiplexed, bead-based flow cytometry. Bcl-2-related protein A1 (Homo sapiens), Q16548. Bim-Bfl-1 binding inhibition. inhibition, % at 10 µM. 190,000 compounds, 0.12% hits;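 also: 0% = wells without compound plus tracer and 100% = blocker peptide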
Mcl1 Noxa PPI – Mcl-1/Noxa binding inhibitors, primary screen, biochemical, TR-FRET, 1536-well; Induced myeloid leukemia cell differentiation protein Mcl-1 (Homo sapiens), Q07820; inhibition, % at 21.7 µM; AID 1022, 2008; 220,000 compounds, 1.5% hits; TR-FRET Mcl-1/Noxa peptide binding, 2 h;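 active = compounds that cut the protein-peptide binding signal by more than 50% relative to plate controls in a single-dose test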;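 also: His-tagged Mcl-1 with rhodamine Noxa BH3 peptide and terbium anti-His antibody; 0% = Mcl-1 plus Noxa peptide wells and 100% = peptide-only wells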
Target sequence (Q07820 whole entry, looked up): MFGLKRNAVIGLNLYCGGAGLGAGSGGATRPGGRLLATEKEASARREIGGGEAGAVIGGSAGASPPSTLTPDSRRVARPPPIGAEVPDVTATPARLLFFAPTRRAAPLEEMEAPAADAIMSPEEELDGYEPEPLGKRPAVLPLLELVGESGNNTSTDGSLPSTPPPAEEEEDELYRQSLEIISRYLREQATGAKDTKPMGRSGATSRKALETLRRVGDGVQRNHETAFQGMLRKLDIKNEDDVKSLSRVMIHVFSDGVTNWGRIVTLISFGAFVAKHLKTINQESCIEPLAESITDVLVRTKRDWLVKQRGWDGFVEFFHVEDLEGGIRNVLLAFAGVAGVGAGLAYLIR
Bim-Bcl-XL – inhibitors of Bim-Bcl-XL binding, primary screen, biochemical, multiplexed, bead flow cytometry, human Bcl-XL. Bim peptide-Bcl-XL binding, fluorescence. 190,000 compounds, 0.04% hits. Bcl-2-like protein 1 (Homo sapiens), Q07817. inhibition, % at 10 µM. AID 1007, 2008
Mcl-1 Bim block – inhibitors of Bim peptide binding to Mcl-1, primary screen, biochemical, bead-based flow cytometry, multiplex; Bim peptide-Mcl-1 binding; inhibition, % at 10 µM; 190,000 compounds, 0.1% hits; AID 1009, 2008;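 also: 0% = no compound tracer wells and 100% = peptide blocker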
RGS8-Gao – RGS8-Galphao binding modulators, primary screen, biochemical, multiplexed bead flow cytometry; 220,000 compounds, 0.34% hits; response (percent of control binding), % at 10 µM; Guanine nucleotide-binding protein G(o) subunit alpha (Homo sapiens), P09471; actives lie on both sides; in the data active = response below about 60% or above about 140%; inactive = in between;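 also: Galphao activated as the GDP aluminium fluoride complex binding bead-coupled RGS8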
Mcl1 Bid PPI – Mcl-1/Bid binding inhibitors, primary screen, biochemical, TR-FRET, 1536-well. 220,000 compounds, 0.97% hits. inhibition, % at 21.7 µM. TR-FRET Mcl-1/Bid-Dy647 peptide binding;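 active = compounds that cut the binding signal by more than half at the single screening dose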;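 also: His-tagged Mcl-1 with europium anti-His antibody binding Bid BH3 peptide; 0% = Mcl-1 plus peptide wells and 100% = peptide-only wells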
Bim-Bcl-B – inhibitors of Bim-Bcl-B binding, primary screen, biochemical, multiplexed, human Bcl-2 family | Bcl-2-like protein 10 (Homo sapiens), Q9HD36 | 190,000 compounds, 0.073% hits | AID 951, 2007 | inhibition, % at 10 µM | bead-based flow cytometry, Bim peptide-Bcl-B binding;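 also: 0% = tracer peptide without compound and 100% = reference inhibitor peptide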
* marks the source's active call; other numbers are inactive results; ? = inconclusive; · = no result given. Rule as the data show it, unless noted: active = inhibition above about 40%.

structure,Mcl1 Bid PPI,RGS4-Gao reg,RGS8-Gao,Bim-Bcl-B,Bim-Bcl-XL,Bcl-2 Bim block,RGS7-Gao,Bim-Bfl-1,Mcl-1 Bim block,Mcl1 Noxa PPI,Bcl-W Bim block
C#CCOCCOCCOCCNc1nc(N2CCN(C(=O)Cn3cc(CCCCN)nn3)CC2)nc(N2CCN(C(=O)Cn3cc(CC(C)O)nn3)CC2)n1 (configuration not stated),46,101,100,-6,-1,-3,99,-3,-4,44,-6
CC(Oc1ccc(Cl)cc1Cl)C(=O)N(Cc1ccco1)C1CCS(=O)(=O)C1 (configuration not stated),3,101,100,-8,9,-8,99,-6,-1,-2,1
Cc1nc(N)sc1-c1csc(NCc2ccccc2)n1,-19,97,101,-9,-2,-8,97,-15,-2,-12,1
Cc1ccccc1NC(=S)NCCc1ccc(S(N)(=O)=O)cc1,-10,102,103,-5,-5,-6,102,-1,-4,-8,-2
Fc1ccc(NC(=S)NC2CCN(Cc3ccccc3)CC2)cc1,-18,104,103,-10,-6,-3,97,-5,-1,9,-5
O=C(Nc1ccc2oc(-c3ccccc3Cl)nc2c1)c1cncc(Br)c1,19,93,96,-2,-5,0,94,0,-1,-2,-2
CC12CCC(=O)N1C(C(=O)OCC(=O)Nc1cc(S(=O)(=O)N3CCCCC3)ccc1Cl)CS2 (configuration not stated),0,102,103,3,2,2,101,0,0,-2,0
Cc1cc(C)cc(N2C(=O)CC(Sc3ccccc3C(=O)O)C2=O)c1 (configuration not stated),-11,100,102,·,·,·,?,·,·,25,·

(continued)
structure,Mcl1 Bid PPI,RGS4-Gao reg,RGS8-Gao,Bim-Bcl-B,Bim-Bcl-XL,Bcl-2 Bim block,RGS7-Gao,Bim-Bfl-1,Mcl-1 Bim block,Mcl1 Noxa PPI,Bcl-W Bim block
CCCC(=O)N=C1SC2CS(=O)(=O)CC2N1c1ccc(C(C)=O)cc1 (configuration not stated),-9,100,101,0,-1,0,95,-2,0,11,1
Cc1cc(C(=O)NCCC(c2ccccc2)c2ccccc2)c(C)o1,-8,100,102,-4,-4,4,99,0,0,18,-1
CC1CCc2c(sc(/N=C/c3ccco3)c2C(N)=O)C1 (configuration not stated),-134,105,100,·,·,·,?,·,·,2,·
CC(=O)c1cc2c(cc1NC(=O)c1cnc(C)cn1)OCO2,-30,98,105,-1,0,-1,100,-2,-2,12,0
Cc1cc(C)cc(N2CC(O)=C(c3nc4ccccc4c(=O)[nH]3)C2=N)c1,-180,98,99,-10,-2,-7,99,-3,-4,-39,-7
COc1ccc(C(=O)Nn2cnnc2)cc1,-38,85,92,-1,-9,-2,89,0,-4,-17,-1
CN(CCn1ccnc1)C(=O)CC1C(=O)NCCN1Cc1ccccc1C(F)(F)F (configuration not stated),-13,95,103,0,-1,0,101,-5,-3,19,-1
COc1ccc(C=Nc2cccc3c(=O)[nH][nH]c(=O)c23)c2ccccc12,-34,97,99,0,0,-2,99,3,0,21,4

Going on with the list:
structure,Mcl1 Bid PPI,RGS4-Gao reg,RGS8-Gao,Bim-Bcl-B,Bim-Bcl-XL,Bcl-2 Bim block,RGS7-Gao,Bim-Bfl-1,Mcl-1 Bim block,Mcl1 Noxa PPI,Bcl-W Bim block
O=C(NCc1ccncc1)C(=O)NCC(c1ccco1)N1CCN(c2ccc(F)cc2)CC1 (configuration not stated),-50,100,102,0,-2,3,100,0,-2,18,-2
O=C(NCc1csc(-c2ccccc2)n1)c1cc(F)cc2c1OCOC2,-19,96,99,·,·,·,?,·,·,-6,·
Cc1cc2oc(C(=O)Nc3c(C)n(C)n(-c4ccccc4)c3=O)c(C)c2cc1Cl,-8,99,101,-9,-5,-1,99,-3,-5,5,-4
O=c1[nH]cc(N2CCCCCC2)c(=O)[nH]1,-46,100,100,·,·,·,?,·,·,-8,·
O=C1c2ccccc2-c2nccnc21,5,100,101,3,4,-2,94,-1,-1,-9,6
COc1ccccc1Nc1ncnc2nc[nH]c12,2,99,97,2,1,-2,103,-1,-2,18,-1
COCCOC(=O)C1=C(C)NC(=O)NC1c1ccc(Cl)cc1 (configuration not stated),-25,78,94,0,1,4,84,-1,1,-21,0
CCOC(=O)c1c(C)[nH]c(C)c1C(=O)CSc1nc2ccccc2c(=O)n1-c1ccc(F)cc1,-41,101,100,-6,-5,-1,100,-3,-1,-18,0

(next part)
structure,Mcl1 Bid PPI,RGS4-Gao reg,RGS8-Gao,Bim-Bcl-B,Bim-Bcl-XL,Bcl-2 Bim block,RGS7-Gao,Bim-Bfl-1,Mcl-1 Bim block,Mcl1 Noxa PPI,Bcl-W Bim block
COc1cc(NC(=O)CN2CCN(c3ccccc3F)CC2)cc(OC)c1,-21,102,101,-8,-6,-7,103,-18,-3,-8,0
CC(=O)N[C@@H](Cc1c[nH]c2ccccc12)C(=O)OCC(=O)NCc1ccc2c(c1)OCO2,-47,101,104,-3,-2,4,98,-1,0,-10,1
O=C(CN1C(=O)NC2(CCCCCC2)C1=O)NCc1ccco1,-24,100,93,-1,0,-4,99,-1,-3,3,1
COc1cc(C2NC(=O)NC(C)=C2C(=O)Nc2cccc(C)c2C)cc(OC)c1OC (configuration not stated),1,96,96,-11,-14,-15,101,-27,-11,8,-6
Cc1ccc(NC2=NC(c3ccc(F)cc3)n3c(nc(C)cc3=O)N2)cc1 (configuration not stated),-13,100,101,·,·,·,?,·,·,3,·
Cc1nn(CC(=O)Nc2nc3ccccc3s2)c(C)c1[N+](=O)[O-],0,104,99,1,0,0,102,-2,0,0,2
CN(Cc1ccccc1)c1nc(N)c([N+](=O)[O-])c(NCc2ccccc2)n1,-13,104,103,-9,-7,-5,105,-5,-4,8,-8
CCCOc1ccc(C2NC(=S)NC(c3ccccc3)=C2C(=O)Nc2ccc(C)cc2)cc1OC (configuration not stated),-43,100,93,0,-2,-3,101,0,-4,12,1

Other compounds.
structure,Mcl1 Bid PPI,RGS4-Gao reg,RGS8-Gao,Bim-Bcl-B,Bim-Bcl-XL,Bcl-2 Bim block,RGS7-Gao,Bim-Bfl-1,Mcl-1 Bim block,Mcl1 Noxa PPI,Bcl-W Bim block
CCSc1cc(N2CCCC2)nc(-c2ccc(C)cc2)n1,-17,93,90,0,0,4,96,2,0,-6,0
COc1ccc(Nc2ccc(C(N)=O)cc2[N+](=O)[O-])cc1,-21,99,101,0,-3,-2,99,-8,-2,-2,-3
COC(=O)NNC(=O)C1CCC(C(=O)NNC(=O)OC)CC1 (configuration not stated),-8,100,100,-11,-12,-7,100,-17,-8,-1,-4
Cc1ccc(O/C=C2\OC(=O)c3ccccc32)cc1,-8,101,92,·,-4,0,98,-1,0,0,-2
Cc1ccc(C)c(SCC(=O)OCC(=O)Nc2ncc(C(F)(F)F)cc2Cl)c1,4,98,99,-8,-11,-11,98,-5,-7,26,-7
CCc1cccc(C)c1NC(=O)C1CC=CCC1C(=O)O (configuration not stated),-25,95,98,-5,-4,-6,92,-5,0,2,-2
COCCCn1c(C)nnc1-c1cnn(-c2ccccc2)c1N,-38,103,100,-4,0,0,?,-6,1,16,-2
Cc1ccc(C)c(S(=O)(=O)N2CCCOC2CNC(=O)C(=O)NCc2ccncc2)c1 (configuration not stated),-7,102,100,-4,-2,0,101,-4,-3,4,-3

Among those listed so far, 2 have a CF3 group.
structure,Mcl1 Bid PPI,RGS4-Gao reg,RGS8-Gao,Bim-Bcl-B,Bim-Bcl-XL,Bcl-2 Bim block,RGS7-Gao,Bim-Bfl-1,Mcl-1 Bim block,Mcl1 Noxa PPI,Bcl-W Bim block
CN(CCn1ccnc1)C(=O)CC1C(=O)NCCN1Cc1ccccc1C(F)(F)F (configuration not stated),-13,95,103,0,-1,0,101,-5,-3,19,-1
Cc1ccc(C)c(SCC(=O)OCC(=O)Nc2ncc(C(F)(F)F)cc2Cl)c1,4,98,99,-8,-11,-11,98,-5,-7,26,-7

Next results
structure,Mcl1 Bid PPI,RGS4-Gao reg,RGS8-Gao,Bim-Bcl-B,Bim-Bcl-XL,Bcl-2 Bim block,RGS7-Gao,Bim-Bfl-1,Mcl-1 Bim block,Mcl1 Noxa PPI,Bcl-W Bim block
CCOc1ccc2nc(SCC(=O)N3CCN(C(=O)c4ccco4)CC3)sc2c1,10,104,102,0,-1,2,112,0,-1,7,-1
CC(=O)N1CCN(c2ccccc2NC(=O)COc2cc(C)ccc2C(C)C)CC1,-25,97,98,-6,-7,-6,97,-13,-3,-3,-2
c1ccc(-c2nc(Sc3ncnc4c3cnn4-c3ccccc3)n[nH]2)cc1,12,101,102,-11,-16,-17,103,-20,-9,16,-9
NNC(=O)c1csc(-c2cccc(C(F)(F)F)c2)n1,-5,105,104,0,-1,0,103,0,-2,-4,0
COC(=O)c1sc(C(C)(C)C)cc1CSc1ccccc1,-6,103,101,·,·,·,?,·,·,11,·
CCOC(=O)c1sc(NC(=O)CCN2C(=O)c3ccccc3C2=O)c(C(=O)OCC)c1C,-36,93,88,-12,-9,-1,96,1,-5,-2,-5
COc1ccc(-c2nnc(SCC(=O)N3CCc4ccccc4C3)o2)cc1,-24,103,103,-6,-4,-6,100,-8,0,2,2
COC(=O)c1ccc(C(=O)OC)c(NC(=S)N2CCCC(C)C2)c1 (configuration not stated),2,97,92,-4,-4,-1,98,1,-3,10,-4

The list goes on.
structure,Mcl1 Bid PPI,RGS4-Gao reg,RGS8-Gao,Bim-Bcl-B,Bim-Bcl-XL,Bcl-2 Bim block,RGS7-Gao,Bim-Bfl-1,Mcl-1 Bim block,Mcl1 Noxa PPI,Bcl-W Bim block
CCCCCC(=O)NNC1=NCC(Cc2ccccc2)S1 (configuration not stated),-26,99,102,0,-2,-5,105,-2,0,-3,-2
COc1ccc2[nH]c3c(c2c1)CCC/C3=N\N,-60,105,104,·,·,·,?,·,·,12,·
CCOC(=O)c1ccc(N=c2sc(C(=O)OC)cc(=O)n2-c2ccc(C(=O)OCC)cc2)cc1,3,93,92,-10,-9,-3,93,-4,-5,6,-7
CCCC1C(C#N)=C(N)Oc2n[nH]c(C(C)(C)C)c21 (configuration not stated),-23,100,100,-5,-2,-6,97,-10,-1,2,-2

Screens: PubChem, several laboratories
